Source: PubChem (several laboratories)
Autophagy HCS – alters autophagy in cells | MEF GFP-LC3 puncta imaging; test concentration mostly 10 µM | calls only at 10 µM (by protocol) | hit rate 0.98% among 190,000;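 active means percentage of spot-positive cells more than 3 SD above its plate mean, without a fluorescence outlier flag or 80% toxicity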;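 further: spot-positive cell cutoff set from DMSO-treated cells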
Dynein transport – dynein cargo transport inhibition. 3617.4 mouse cells, GR-EGFP nuclear translocation imaging; test concentration mostly 20 µM; stimulated with dexamethasone, 1 µM; active compounds read low. z-score, hits read low. hit rate 0.47% among 220,000;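 active means plate z-score of nuclear minus cytoplasmic receptor signal below a set negative limit, without overly bright fluorescence or cell loss, cut at about -3.5 in these data, passing the limit was not always enough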;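 further: z-score of nuclear minus cytoplasmic ring GR-EGFP intensity difference per well; some compounds called inactive have numbers as strong as hits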
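medium = tetracycline-free induction medium containing charcoal-stripped FBS | also added = 1.0 µM final dexamethasone stimulus | schedule = 48 h induction, 1 h compound, 30 min dex at 37 °C | technique = fixed, Hoechst-stained cells imaged at 10x for EGFP | measure = GR-EGFP nuclear translocation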
XIAP displacement – XIAP antagonists, biochemical, IAP family, fluorescence polarization (AID 1018) | XIAP BIR domain, fluorescence polarization peptide displacement; higher % means a stronger effect | displacement, % at 20 µM; hits with a dose series show IC50 in µM | hit rate 0.007% among 200,000; in the data active means displacement above about 50%; further: a part of the inactive calls stands beside numbers as strong as those of hits
ER stress rescue – rescue of cells from ER stress-induced death, primary screen, 384-well, CSM14.1, thapsigargin, ATP luminescence (AID 1222) | CSM14.1 thapsigargin-induced death rescue, ATP luminescence; higher % means a stronger effect | cellular ATP content (survival), % at 20 µM, or EC50 in µM where a hit was titrated | 190,000 tested, under 10 active;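 active means EC50 below 50 µM in the dose-response confirmation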;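 further: death triggered by thapsigargin at about 15 µM added after 2 h compound pretreatment; cell ATP read after overnight thapsigargin exposure of roughly 18 to 22 hours; normalized against plate controls of thapsigargin alone and 5% DMSO vehicle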
Insulin prom up – MIN6 insulin promoter up-regulation. MIN6 insulin promoter-GFP reporter, high-content imaging; active compounds read high. z-score at 5 µM. hit rate 0.3% among 190,000. AID 1625;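 active means z-score above 3 at 5 µM with at least 500 cells counted in the well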
bCat nuc transl – modulators of beta-catenin nuclear translocation; HeLa beta-catenin nuclear translocation, immunofluorescence imaging; nuclear translocation activity, % at 5 µM; hit rate 0.3% among 190,000;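 active means nuclear translocation activity above 50% at 5 µM, with a well cell count of 50 or more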;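 further: per-cell ratio of nuclear to cytoplasmic median beta-catenin stain intensity; plate controls were DMSO negative control for no effect and GSK-3 inhibitor IX positive control for full effect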
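test system = HeLa cells, endogenous beta-catenin | dosing = single 5 µM dose plus 0.02–20 µM confirmation series | times = compound treatment 24 h, 37°C, 5% CO2 | technique = beta-catenin immunofluorescence imaging with DAPI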
Lipid droplet – modulators of hepatic lipid droplet formation | AML12 mouse hepatocytes, oleate lipid droplets, BODIPY imaging | inhibition, % at 6.5 µM | hit rate 0.4% among 240,000;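 active means lipid droplet intensity inhibited by at least 50%, with more than 500 cells counted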
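Material: mouse AML12 hepatocyte cell line, fixed after treatment; Timing: compound with oleate, overnight; Technique: high-content imaging of BODIPY-stained droplets and DAPI nuclei; Probe or stimulus: oleate, 100 µM final; Dosing: compound at 6.5 µM only.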
WT yeast gro inh – growth inhibition of WT yeast, mitochondrial fusion screen | hit rate 2.1% among 190,000 | mitochondrial fusion phenotypic screen, WT strain | inhibition, % at 10 µM; in the data active means inhibition above about 58%; tested in S. cerevisiae
MT stabilize HCS – microtubule stabilizers in HeLa cells. hit rate 0.83% among 200,000. % tubulin-high responders, % at 10 µM. HeLa tubulin immunostaining HCS, 24 h; share of cells brighter than vehicle mean+2SD;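 active means plate Z-score above 3 for both tubulin-high and condensed-nucleus cell shares, with cell loss under 80%, at 10 µM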;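 further: anti alpha tubulin signal scored within the nucleus-defined area of each cell; some results filed as inactive read as strong as hits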
WT yeast gro inh mutant strain – recorded beside WT yeast gro inh, whose call it bears; inhibition, %; mitochondrial fusion phenotypic screen, mutant strain inhibition
Dynein transport cytoplasmic EGFP – further read-out of Dynein transport, marked with its call; z-score; measured here: cytoplasmic GR-EGFP intensity; active compounds read high
Dynein transport nuclear GR-EGFP – further read-out of Dynein transport, marked with its call; z-score; measured here: nuclear GR-EGFP intensity;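 lower value marks the stronger effect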
Dynein transport cell count – also measured in Dynein transport; calls as there; z-score; measured here: cell count per field
Insulin prom up cell count – recorded beside Insulin prom up, whose call it bears; cell count; measured here: cytotoxicity, nuclei count;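 total cells summed across four imaged fields per well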
Lipid droplet cells 6.5 µM – second read-out of Lipid droplet, no call of its own (marks repeat the call); cell count; measured here: cell count, cytotoxicity flag;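 cells counted across two imaged fields per well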
bCat nuc transl cell count 5 µM – further read-out of bCat nuc transl, marked with its call; cell count; measured here: cell count, cytotoxicity flag
MT stabilize HCS Hoechst-high % – recorded beside MT stabilize HCS, whose call it bears; % Hoechst-high responders; measured here: nuclear condensation Hoechst responders;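 share of cells brighter than vehicle mean plus two SD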
MT stabilize HCS cytotoxicity % – also measured in MT stabilize HCS; calls as there; toxicity, %; measured here: cytotoxicity by cell density;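 0% = mean cell density of plate MIN control wells and 100% = no cells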
Autophagy HCS cell loss 18 h – second read-out of Autophagy HCS, no call of its own (marks repeat the call); toxicity, %; measured here: cell loss, nuclei count;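 cell loss after 18 h compound exposure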
* = called active by the depositor; i = inactive; x = no result given.

SMILES	Autophagy HCS	Autophagy HCS cell loss 18 h	Dynein transport	Dynein transport cytoplasmic EGFP	Dynein transport nuclear GR-EGFP	Dynein transport cell count	XIAP displacement	ER stress rescue	Insulin prom up	Insulin prom up cell count	bCat nuc transl	bCat nuc transl cell count 5 µM	Lipid droplet	Lipid droplet cells 6.5 µM	WT yeast gro inh	WT yeast gro inh mutant strain	MT stabilize HCS	MT stabilize HCS Hoechst-high %	MT stabilize HCS cytotoxicity %
COCC(=O)Nc1nnc(CCc2ccccc2)s1	i	-7	1.3	-0.32	0.55	-0.65	2.0%	-0.2%	x	x	-3.7	1036	x	x	1	4	4.0	2.7	5.1
CCOC(=O)c1ccc(NC(=O)CCc2nc(-c3ccccc3Cl)no2)cc1	i	-2	-0.34	-0.16	0.09	-0.23	-3.1%	-1.5%	x	x	1.2	1012	-3	681	13	10	13	29	11
O=c1[nH]c2cccnc2n1Cc1ccco1	i	5	0.08	-0.025	0.074	0.17	-1.5%	0.6%	0.34	1216	-0.6	1018	-1	717	-1	0	4.4	2.4	6.6
CCC(C)C(NC(=O)c1ccccc1NC(=O)c1ccco1)C(=O)NNC(=O)c1ccc(OC)cc1 (stereo not drawn)	i	-3	0.64	-0.17	0.74	-0.51	-6.5%	-2.7%	0.01	1197	3.1	535	-3	604	3	-9	6.2	2.4	8.7
CCOC(=O)COC(=O)c1ccc(O)cc1	i	7	-0.49	-0.18	0.19	0.12	-3.3%	-1.1%	0.14	1275	-5.7	1231	2	792	3	-5	2.9	1.7	1.0
COC(=O)Nc1sc2c(c1C(N)=O)CCC(C)C2 (stereo not drawn)	i	-9	0.081	-0.35	0.15	0.7	1.1%	-0.5%	-0.12	1521	-0.2	1046	15	718	-9	4	2.4	2.3	1.3
O=C(CCCOc1ccc(Cl)cc1Cl)N1CCN(c2ccccn2)CC1	i	11	-0.83	-0.22	-0.042	0.5	-3.4%	6.7%	-0.49	1276	-4.6	961	x	x	47	49	2.4	3.1	9.9
Cn1c2[n+](c3ccc(Cl)cc3c1=O)Cc1ccccc1-2	x	x	-0.23	-0.77	-0.44	-0.17	x	x	0.1	963	-0.4	1235	0	674	x	x	x	x	x
O=S(=O)(c1ccc(Oc2ccc(-c3nnco3)cc2)nc1)N1CCC(Cc2ccccc2)CC1	i	1	-0.39	-0.099	0.089	0.75	-16%	x	-0.84	1056	x	x	25	696	-2	-5	2.9	1.9	9.3
CCOc1ccc2nc(SCC(=O)N(C)C)[nH]c2c1	i	3	-0.64	-0.2	-0.17	0.57	-2.9%	-3.4%	1.7	766	-2.2	1078	-11	690	2	13	2.8	2.4	8.6
Cc1nnc(SCC(=O)NCc2ccc(F)cc2)[nH]c1=O	i	-6	-0.28	-0.36	0.28	0.34	-3.4%	-1.1%	-0.04	1173	3.6	922	-1	720	-20	16	3.0	2.3	8.9
CCOc1ccc(NC(=O)CN(C)c2ccc(S(=O)(=O)N(C(C)C)C(C)C)cn2)cc1OCC	i	-9	-0.13	-0.41	0.018	0.63	-3.3%	-2.0%	-0.4	1189	1.6	1209	52*	734*	20	5	2.4	2.8	8.0
Cc1cccc(Nc2nc(N)nc(CSC(=S)N3CCOCC3)n2)c1	i	-4	-0.83	-0.21	-0.39	-0.13	-73%	0.0%	2.1	1508	-0.9	1049	5	629	-12	3	3.8	2.0	0.4
CCOC(=O)CSC1=N/C(=C\c2cc(OC)c(OC)c(OC)c2)C(=O)N1C	i	6	0.047	-0.19	0.078	0.2	3.2%	0.8%	0.41	1468	-3.5	589	32	652	5	-6	2.4	2.3	3.2
O=C(NCCc1ccccc1)C(=O)NCC1CCCO1 (stereo not drawn)	i	5	1.7	-0.024	0.73	-1.5	-3.2%	-1.8%	0.19	844	-6.5	1292	-2	756	-1	17	2.2	2.1	8.9
COc1ccc(CCNS(=O)(=O)c2cccc3cccnc23)cc1OC	x	x	2.9	-0.18	2.2	-2.1	x	x	-0.18	1111	-0.3	1251	-20	675	x	x	x	x	x
COc1cc(CNCCCN2CCOCC2)cc(Br)c1OCC(=O)N1CCCCC1	i	-6	-0.22	-0.21	-0.22	0.18	-5.3%	-1.9%	0.23	1414	-0.3	1318	x	x	1	0	1.3	0.7	2.7
Cc1cc(C)nc(NC(=O)C(C)N2C(=O)c3ccccc3C2=O)n1 (stereo not drawn)	i	-7	0.7	-0.15	0.39	0.51	-4.0%	-1.1%	x	x	-0.8	1021	-6	614	4	2	2.4	1.6	1.7
CCn1c(=O)c(C(=O)NCc2cccnc2)c(O)c2ccccc21	i	1	-0.81	-0.31	-0.43	0.21	0.6%	3.0%	0.08	1198	-6.2	1063	x	x	23	38	2.9	2.0	8.8
CN(C)CC(O)COC(c1ccccc1)c1ccccc1 (stereo not drawn)	i	-14	0.81	-0.16	0.068	-0.82	-1.5%	-0.9%	0.59	1321	-2.6	1101	20	675	-2	-16	2.0	2.4	14
O=C(N/N=C1\CCc2ccccc21)c1ccc(O)cc1	i	-13	0.69	-0.19	0.82	0.43	-8.0%	-2.8%	-0.32	1499	2.2	940	-4	697	-6	13	2.9	2.7	7.5
Cc1ccc(Nc2nc(N)nc(CN3CCN(C(=O)c4ccco4)CC3)n2)cc1Cl	i	5	1.9	-0.18	0.88	-1.4	-9.7%	-1.9%	-0.95	1088	0.8	756	x	x	14	16	3.8	2.2	11
CCCN1c2cccc3cccc(c23)S1(=O)=O	i	3	0.58	-0.23	0.76	0.45	-10%	-1.4%	0.65	1221	-0.1	959	-6	794	-16	-14	4.0	2.4	3.1
COC(=O)CN(c1ccc(F)cc1)S(=O)(=O)c1ccccc1	i	-2	-0.69	-0.24	-0.3	0.88	-3.7%	x	0.06	1242	x	x	-5	686	3	2	3.1	0.6	26
CCOc1ccc(C(=O)NC2CCN(C(=O)N3CCCC3)CC2)cc1	i	24	0.64	-0.22	0.33	1.3	-2.5%	-1.9%	0.28	873	-0.2	956	1	747	-7	-8	3.2	2.1	3.6

Later entries
SMILES	Autophagy HCS	Autophagy HCS cell loss 18 h	Dynein transport	Dynein transport cytoplasmic EGFP	Dynein transport nuclear GR-EGFP	Dynein transport cell count	XIAP displacement	ER stress rescue	Insulin prom up	Insulin prom up cell count	bCat nuc transl	bCat nuc transl cell count 5 µM	Lipid droplet	Lipid droplet cells 6.5 µM	WT yeast gro inh	WT yeast gro inh mutant strain	MT stabilize HCS	MT stabilize HCS Hoechst-high %	MT stabilize HCS cytotoxicity %
COc1ccc(N2C(=O)CC(NCc3cccc(F)c3)C2=O)cc1 (stereo not drawn)	x	x	x	x	x	x	-3.8%	x	-0.69	1223	-3.7	1024	x	x	-1	2	x	x	x
CCOC(=O)C1=NN(c2ccc(C)cc2)C2(S1)SC(C(C)=O)=C(C)N2c1ccccc1 (stereo not drawn)	i	-6	-0.5	-0.21	-0.46	0.96	2.3%	1.7%	-0.91	1570	0.0	1304	x	x	16	-11	3.7	2.0	2.0
O=C(O)c1nn(CC(=O)N(C2CCCCC2)C2CCCCC2)c(=O)c2ccccc12	i	23	-0.96	-0.15	-0.6	-0.29	-2.4%	-1.4%	0.93	1350	-1.1	1085	11	707	6	-20	1.7	1.6	6.1
O=C(Nc1cccc(S(=O)(=O)N2CCOCC2)c1)c1cnccn1	i	14	-0.81	-0.28	-0.13	0.00056	-6.4%	0.5%	-0.16	1227	-3.4	1155	-2	693	-5	16	9.4	2.2	11
COc1ccccc1C/C(N)=N/OC(=O)c1cccc([N+](=O)[O-])c1C	i	17	-1.1	-0.23	-0.83	1.1	-5.5%	-0.5%	-0.31	2041	0.0	951	4	684	13	16	4.9	4.6	1.2
N=c1oc2cc(O)ccc2cc1C(=O)Nc1ccccn1	i	-1	-0.12	-0.35	-0.62	0.76	2.2%	0.1%	-0.5	1182	-0.1	1106	14	668	-5	1	2.9	0.9	2.6
CC1=CC(=O)CC(C)(C)C1(O)/C=C/C(C)=C/C(=O)O (stereo not drawn)	x	x	0.011	-0.26	-0.13	1	x	x	1	1107	0.0	1303	2	805	x	x	x	x	x
Cc1ccc(S/C(=N\S(=O)(=O)c2ccc(Cl)cc2)c2ccccc2)cc1	i	-27	-2.9	0.38	-1.3	0.83	-2.0%	-1.9%	-1.2	1560	-0.2	1241	x	x	19	9	2.6	0.9	8.5
Clc1ccc(C2CC(c3cccs3)n3ncnc3N2)cc1 (stereo not drawn)	x	x	0.51	-0.26	0.46	-0.59	x	x	0.37	1097	-0.4	1381	0	730	x	x	x	x	x
COc1cccc(CC(=S)N2CCOCC2)c1	i	5	0.69	-0.1	0.49	-0.17	-0.2%	-2.5%	x	x	-2.2	1152	-7	677	-12	21	4.7	1.5	7.3
CCc1ccc(CN2C(=O)c3ccccc3C2C(=O)NCc2cccnc2)cc1 (stereo not drawn)	i	-10	-0.17	0.84	-0.29	-0.53	-2.2%	-4.6%	-0.1	1322	-0.7	1083	13	683	6	-2	0.9	1.6	3.0
Cn1c2ccccc2c2ncn(CCC3=CCCCC3)c(=O)c21	i	-4	1.5	-0.16	0.73	-0.77	-3.3%	1.7%	0.59	1262	-2.2	1103	x	x	31	29	2.0	1.8	5.6
